# Screening data deposited in PubChem by National Center for Advancing Translational Sciences (NCATS).
# TGFb inhibitor: TGF-b pathway inhibition. HepG2 CAGA-GFP TGF-b/SMAD3 reporter, GFP fluorescence, 18 h; TGF-beta stimulated, 500 pg/mL final. Potency, µM (series often up to 46.1 µM), for the others: at the top dose activity, negative = inhibition, usual class: inhibitors. hit rate 1.2% among 410,000; further: potency means the concentration at half of the fitted maximal effect; on the % scale 0 is the no-effect control and ±100 the full control effect; nearly all actives have a fitted effect of over 65% in size
#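 TGF-beta reporter screen: HEPG2 CAGA-GFP, 1% FBS, 500 pg/mL TGF-beta final, 18 h; per-cell GFP summed per well; curves fitted and categorized by class.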
# Abeta rescue: compounds reversing amyloid beta toxicity in yeast | yeast expressing A-beta42, growth rescue, OD600, 48 h; response scale: 0% DMSO, 100% iron-clioquinol control | Potency, µM (series often up to 46.1 µM), for inactives: top-dose growth rescue, actives largely listed as activators | hit rate 0.063% among 410,000; further: potency means the concentration at half of the fitted maximal effect; nearly all actives have a fitted effect of over 55% in size
#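 Yeast A-beta toxicity model in growth medium with pinned compounds, 48 h at 30 C; growth read as absorbance at 600 nm. Normalized to FeCl3/clioquinol equimolar mix (positive) and DMSO (negative).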
# Nrf2 inh: blocks Nrf2 signaling; A549 ARE-Fluc reporter, luciferase luminescence, 18-24 h; Potency, µM (titrated, usually from 46 µM), for the others: at the highest dose activity change, negative = inhibition, usual class: inhibitors; hit rate 2.1% among 360,000; AID 504444; further: potency means the concentration at half of the fitted maximal effect; on the % scale 0 is the no-effect control and ±100 the full control effect; nearly all actives have a fitted effect of over 60% in size
#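 Two sequential reads on A549 ARE_Fluc cells exposed to compound for 18-24 h: a CellTiter-Fluor fluorescence read for viability, then a luciferase luminescence read for Nrf2/ARE activity.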
# Nrf2 ARE act: activates Nrf2 signaling; AREc32 ARE-luciferase reporter (MCF7-derived line), luminescence, 24 h; Potency, µM (top dose mostly 46.1 µM), for the others: at the highest dose activation, usual class: activators; hit rate 0.31% among 410,000; AID 624171; further: potency means the concentration at half of the fitted maximal effect; % of control where 0% means no effect; nearly all actives have a fitted effect of over 65% in size
#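 Steps: seed AREc32_Fluc cells (1000/well, 5% FBS OPTI-MEM); incubate overnight at 37 deg C; add 23 nL compound; incubate 24 hr; add Steady-Glo; hold 30 min RT; read luminescence.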
# A549 tox: counter-screen for Nrf2 inhibitors: cytotoxicity in A549 cells | A549 ARE-Fluc cells, CellTiter-Fluor viability, 18-24 h | Potency, µM (top dose mostly 46 µM), without a hit: at the highest dose activity change, negative = cytotoxicity, most hits filed as inhibitors | hit rate 0.16% among 390,000 | AID 504648; further: potency means the concentration at half of the fitted maximal effect; on the % scale 0 is the no-effect control and ±100 the full control effect
#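 A549 ARE-Fluc cells in 5% FBS OPTI-MEM, 5000 cells/well, rested 2 h then exposed to compounds in concentration-response for 18-24 h at 37 °C. Viability by CellTiter-Fluor fluorescence (Ex 405/Em 525) after 30 min; luciferase luminescence (BugLite, 15 min, RT) read afterwards.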
# CCT modulator: cytosolic chaperonin activity modulation; AID 651819; activity change, % (test concentration not listed), hits read low; purified chaperonin ATPase assay, HTRF ADP detection, 30 min; hit rate 0.3% among 360,000; in the data active means activity change below about -30%; further: on the % scale 0 is the no-effect control and ±100 the full control effect
#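 Nucleotide hydrolysis assay: TRiC at 20–40 nM final (set by batch activity) with 10 uM ATP, 30 min at 37 °C, in presence of 76 uM compound. Detection by competitive ADP HTRF, 30 min ambient.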
# Akt phos inh: inhibitors of Akt phosphorylation. Neuro2A IGF-stimulated pAkt S473 HTRF, 20 min; stronger effect = lower value. activity change, % for hits at 50 µM. hit rate 0.32% among 360,000; in the data active means activity change below about -80%; inconclusive means mostly about -51% to -80%; further: on the % scale 0 is the no-effect control and ±100 the full control effect
#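 Single-point screen (50 µM final compound) in Neuro2A cells stimulated 20 min with 6 nM IGF at 37 deg C. After lysis, Ser473-phosphorylated Akt read by HTRF (ex 330 nm, em 615/665 nm) as the 665/615 ratio.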
# Mm-Cpn inhibitor: M. maripaludis TRiC chaperonin inhibition; purified Mm-Cpn ATPase, ADP Transcreener TR-FRET; Potency, µM (doses to about 76.9 µM), without a hit: top-dose activity, negative = inhibition, hits mostly inhibitors; hit rate 0.031% among 330,000; further: potency means the concentration at half of the fitted maximal effect; on the % scale 0 is the no-effect control and ±100 the full control effect; nearly all actives have a fitted effect of over 80% in size
#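 Inhibition of chaperonin ATP hydrolysis is measured as reduced ADP production, detected by competitive TR-FRET in which signal falls with ADP. Final enzyme 25 nM and ATP 10 uM, reacted 30 min at 37°C.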
# HepG2 tox: HepG2 cytotoxicity, counter-screen for TGF-b inhibitors | hit rate 0.76% among 410,000 | Potency, µM (highest dose often 46.1 µM), for the others: top-dose activity change, negative = cytotoxicity, actives largely listed as cytotoxic | HepG2 CAGA-GFP viability, ATP luminescence, 18 h | AID 588856; further: potency means the concentration at half of the fitted maximal effect; some results filed as inactive show a strong effect at the top dose
#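 CellTiter-Glo luminescence gave cytotoxicity after 18 hours at 37 degrees C. The cells were HepG2 CAGA-GFP in 1% FBS DMEM, stimulated with 500 pg/mL TGF-beta after compound addition. %Activity was normalised to no-cell wells (complete cell-killing) and DMSO (no toxicity), and curves were fitted and classified.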
# Numbers without * were called inactive; i = inactive; ? = inconclusive; . = not tested or not shown; [ ] = remark or other dose. Unless noted, the call rests on the fitted dose curve; in most records, active means well fitted curve in the direction sought with a large enough effect; inconclusive means small, poorly fitted or top-dose-only effect, or another doubt; inactive means no such curve, though single readings can be large; an effect the other way counts as inactive or inconclusive.
SMILES,TGFb inhibitor,Abeta rescue,Nrf2 inh,Nrf2 ARE act,A549 tox,CCT modulator,Akt phos inh,Mm-Cpn inhibitor,HepG2 tox
O=C(OCc1nc2ccccc2[nH]1)C1CCCCC1,-9%,7%,1%,-0.4%,9%,-0.9,i,1%,-12%
CN(Cc1ccco1)C(=O)c1ccc(N2CCCC2=O)cc1,6%,-2%,15%,0.3%,15%,-1.6,i,0%,11%
OCc1ccnc2c(O)cccc12,?,-21%,?,6.4%,-17%,0.4,i,-1%,-13%
CCN(CC)S(=O)(=O)c1cccc(NC(=O)CNC2CCCCCC2)c1,?,-6%,10%,-1.7%,-7%,-1.5,i,1%,-11%
Fc1ccc(-c2nc3cnccn3c2NC2CCCC2)cc1,-15%,-6%,?,3.0%,14%,-2.7,i,2%,-13%
CCOC(=O)C1=CCN(S(=O)(=O)c2ccc(C)cc2)C1c1cccs1 (stereo not drawn),?,-2%,.,18%,.,0.8,i,.,-2%
CN1CCN(c2ccc(C(=O)c3ccccc3)cc2[N+](=O)[O-])CC1,5%,12%,5%,4.6%,4%,0.2,i,4%,-3%
C/C=C/c1ccc(OCCCNC2CCCC2)c(OC)c1,-10%,-12%,11%,5.3%,-17%,-0.8,i,2%,-38%
O=C(C1CCN(C2CC(=O)N(c3ccc(Cl)cc3)C2=O)CC1)N1CCOCC1 (stereo not drawn),?,-93%[inhibitor],.,-0.4%,-1%,0.0,i,2%,4%
CCOc1ccc(N=C2NC(=O)C(CC(=O)O)S2)cc1 (stereo not drawn),2%,0%,26%,0.6%,-7%,2.0,i,-1%,6%
CCn1c(C(C)NC(=O)c2cccc(C)c2)nc2ccccc21 (stereo not drawn),-9%,5%,-24%,0.4%,9%,-1.9,i,-1%,-8%
COc1ccc(-c2cc(C(F)(F)F)n3nc(C(=O)Nc4ccc(Cl)cc4C(F)(F)F)cc3n2)cc1OC,0%,-16%,6%,-1.2%,-3%,.,.,.,11%
COC(=O)CCCC(=O)N1CCC(CCC(=O)NCc2ccc(F)cc2)CC1,4%,-9%,11%,0.5%,0%,2.3,i,1%,0%
CNc1nc(=O)n(C2CCCO2)cc1C (stereo not drawn),-15%,0%,3%,-0.9%,3%,-1.2,i,.,-1%
O=C(CSc1c(F)c(F)cc(F)c1F)Nc1ccc(C2SCCS2)cc1,-18%,22%,-22%,0.2%,-1%,2.0,i,-5%,-2%
CC(C)OCCCNC(=O)c1ccc2c(=O)n(Cc3ccc4c(c3)OCO4)c(=S)[nH]c2c1,-6%,-4%,-21%,-0.6%,-11%,-0.3,i,0%,-20%
CNC(=O)CCC(=O)Nc1ccc(C)cc1,-22%,2%,12%,-1.2%,5%,-2.6,i,1%,7%
CCOC(=O)c1c(-c2ccccc2)oc2ccc(OCC(=O)NN)cc12,-7%,-10%,-7%,2.1%,9%,-0.2,i,-5%,-14%
COc1cc(C=Nc2cccc(C)c2)c(O)c([N+](=O)[O-])c1,0%,-45%,-2%,0.3%,-3%,1.4,i,-3%,-6%
CC1(C(=O)NS(=O)(=O)C2CC2)CCCN(C(=O)/C=C/c2ccccc2)C1 (stereo not drawn),-3%,11%,.,-0.8%[9.22 µM],.,-1.6,i,.,3%
CC[C@H](C)/C=C(C)/C=C/C1=CC2=CC(=O)[C@]3(C)OC(=O)[C@@H](C(C)=O)[C@@H]3C2=CO1,-27%,0%,7%,11%,17%,-1.5,i,.,-11%
CCOc1ccccc1NC(=S)NC(=O)C1CC1,-18%,13%,-12%,5.0%,0%,1.2,i,-8%,-12%
Cc1ccc(-c2csc(-c3c(N)c(C(=O)c4ccc5c(c4)OCO5)n4ccccc34)n2)cc1C,16%,-8%,-8%,-0.2%,0%,.,.,.,-5%
COCc1cc(C)nc(SCC(=O)Nc2ccc(C)c(C)c2)c1C#N,0%,-14%,?,3.6%,0%,-0.4,i,-3%,1%
CCCSC1=C(C#N)C(c2cc(OC)ccc2OC)CC(=O)N1 (stereo not drawn),28%,-11%,5%,3.7%,-2%,0.3,i,-2%,23%
COc1ccc2cc(-c3cn4c(n3)sc3cc(F)ccc34)c(=O)oc2c1,3%,-7%,.,0.3%,8%,.,.,.,9%
Cc1ccc(NC(=O)c2cc(N3C(=O)C=CC3=O)ccc2N2CCOCC2)cc1,-12%,-95%[inhibitor],?,9.5%,1%,-3.3,i,2%,-45%
Cc1ccc(O)c(NC(=O)c2noc3c2CCc2ccccc2-3)c1,1%,-16%,16%,4.1%,-10%,2.5,i,3%,2%
O=C1CCCC(O)=C1N=Nc1c(Cl)cc(C(F)(F)F)cc1Cl,3%,-32%[inhibitor],7%,0.3%,2%,-2.5,i,-3%,19%
CC(OC(=O)CCCN=C1NS(=O)(=O)c2ccccc21)C(=O)Nc1ccccc1F (stereo not drawn),?,-2%,12%,0.2%,-12%,0.2,i,0%,9%
COc1ccc(C2CC(=O)N(CC(=O)NCC3CCCO3)c3ccccc3S2)cc1OC (stereo not drawn),1%,-3%,-3%,-0.2%,6%,-1.3,i,0%,4%
O=C1NC2c3ccccc3C(=O)N2c2c1cnn2-c1ccccc1 (stereo not drawn),41%[activator],3%,5%,5.4%,-27%,-2.7,i,-1%,-79%
Cc1ccc(O)c(C(=O)c2cc(C#N)c(=O)n(Cc3ccccc3)c2)c1,2%,-5%,1%,2.4%,0%,-2.8,i,-1%,4%
CC(C)Oc1ccc(S(=O)(=O)N2CCOCC2)cc1NC(=O)Cc1c(F)cccc1Cl,-3%,8%,-28%,0.2%,0%,-1.1,i,2%,-2%
N#CC1=C(SCC(=O)NC23CC4CC(CC(C4)C2)C3)NC(=O)C(C#N)C12CCCCC2 (stereo not drawn),11µM*,15%,15µM*,0.7%,?,-3.0,i,-14%,-26%
CC(C)C[C@@]12C(=O)N(c3cccc(Cl)c3)C(=O)N1[C@H](c1ccc(F)cc1)[C@@H]1C(=O)N(C3CCCCC3)C(=O)[C@@H]12,-2%,9%,20%,0.0%,-5%,-0.7,i,0%,-4%
CCOc1ccc(OCc2ccc(C(=O)N(CC)CC)cc2)cc1,?,-4%,?,0.0%,-7%,-2.5,i,0%,-21%
CN1CCCC(C)(C(=O)Nc2cccc(Oc3ccccc3)c2)C1 (stereo not drawn),?,-2%,.,0.3%,.,-1.4,.,.,-57%
O=C(Nc1ccccc1)C1Cc2ccccc2CN1C(=O)c1ccco1 (stereo not drawn),0%,9%,?,5.3%,-1%,2.1,i,-15%,-23%
Cc1cc(C(=O)N2CCN(S(=O)(=O)c3ccc(C)c(C)c3)CC2)no1,-8%,1%,?,-0.6%,0%,0.2,i,0%,-22%

# As entered above:
# CCT modulator result of Cc1ccc(O)c(C(=O)c2cc(C#N)c(=O)n(Cc3ccccc3)c2)c1 reads -2.8
# Nrf2 ARE act result of Cc1ccc(-c2csc(-c3c(N)c(C(=O)c4ccc5c(c4)OCO5)n4ccccc34)n2)cc1C reads -0.2%

# Records above shown as hits in TGFb inhibitor:
compound | TGFb inhibitor | CCT modulator | Akt phos inh | Mm-Cpn inhibitor
N#CC1=C(SCC(=O)NC23CC4CC(CC(C4)C2)C3)NC(=O)C(C#N)C12CCCCC2 (stereo not drawn) | 11µM* | -3.0 | i | -14%

# Next section.
SMILES,TGFb inhibitor,Abeta rescue,Nrf2 inh,Nrf2 ARE act,A549 tox,CCT modulator,Akt phos inh,Mm-Cpn inhibitor,HepG2 tox
Cc1cc(Cl)ccc1OCC(=O)N1C(C)CCCC1C (stereo not drawn),0%,-11%,10%,-0.8%,-5%,0.2,i,4%,-28%
COc1ccc(CCC(=O)Nc2ccc(C(=O)c3ccncc3)cc2)cc1,21%,6%,-5%,-0.2%,-1%,0.7,i,-20%,10%
C=CCn1c(SCC(=O)NCC2CCCO2)nc2scc(-c3ccccc3)c2c1=O (stereo not drawn),0%,6%,-10%,2.3%,0%,-1.7,i,-4%,-5%
NC(N)=NS(=O)(=O)c1ccc(NC(=S)NC(=O)c2ccncc2)cc1,-15%,10%,?,-0.4%,-1%,2.2,i,1%,-13%
CCCC(=O)NC(c1ccc(C(C)C)cc1)c1ccc2cccnc2c1O (stereo not drawn),-26%,-45%[inhibitor],?,0.1%,15%,-1.2,i,-1%,-30%
CC(=O)C1=C(O)C(=O)N(c2ccccn2)C1c1ccc(Cl)cc1 (stereo not drawn),-1%,14%,-5%,0.0%,-7%,-0.2,i,-5%,-7%
Cc1ccc(C)c(N2CCN(c3nc4ccc(C)cc4nc3-n3nc(C)cc3C)CC2)c1,2%,3%,5%,-0.7%,2%,.,.,.,-1%
CC(OC(=O)CNC(=O)c1ccco1)C(=O)Nc1ccc(Cl)cn1 (stereo not drawn),5%,-5%,-2%,0.7%,-4%,-0.2,i,0%,-3%
O=C(NCCS(=O)(=O)N1CCN(c2ccc(F)cc2)CC1)c1cccc(C(F)(F)F)c1,-11%,?,.,3.9%,-2%,.,.,.,-12%
Cc1cc(C)n2nc(C(=O)N/N=C/c3ccccc3C)nc2n1,4%,-4%,0%,-0.5%,0%,1.6,i,3%,2%

# Limited to TGFb inhibitor, for four of the compounds above:
smiles | TGFb inhibitor
CCCC(=O)NC(c1ccc(C(C)C)cc1)c1ccc2cccnc2c1O (stereo not drawn) | -26%
Cc1cc(Cl)ccc1OCC(=O)N1C(C)CCCC1C (stereo not drawn) | 0%
CC(=O)C1=C(O)C(=O)N(c2ccccn2)C1c1ccc(Cl)cc1 (stereo not drawn) | -1%
CC(OC(=O)CNC(=O)c1ccco1)C(=O)Nc1ccc(Cl)cn1 (stereo not drawn) | 5%
